Screening data deposited in PubChem by several laboratories.
MLLE-PAM2 inh = blocks PAM2 peptide binding to the PABP1 MLLE domain | P11940 | GST-MLLE / FITC-PAM2 fluorescence polarization | inhibition, % at 20 µM | 360,000 tested, 0.36% active | AID 588489; in the data active means inhibition above about 35%, passing the limit was not always enough;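 further: plate controls were DMSO wells with GST-MLLE for no effect and wells lacking GST-MLLE protein for full effect; some results filed as inactive read as strong as hits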
Target sequence (P11940 whole entry, looked up, the tested form may be a part): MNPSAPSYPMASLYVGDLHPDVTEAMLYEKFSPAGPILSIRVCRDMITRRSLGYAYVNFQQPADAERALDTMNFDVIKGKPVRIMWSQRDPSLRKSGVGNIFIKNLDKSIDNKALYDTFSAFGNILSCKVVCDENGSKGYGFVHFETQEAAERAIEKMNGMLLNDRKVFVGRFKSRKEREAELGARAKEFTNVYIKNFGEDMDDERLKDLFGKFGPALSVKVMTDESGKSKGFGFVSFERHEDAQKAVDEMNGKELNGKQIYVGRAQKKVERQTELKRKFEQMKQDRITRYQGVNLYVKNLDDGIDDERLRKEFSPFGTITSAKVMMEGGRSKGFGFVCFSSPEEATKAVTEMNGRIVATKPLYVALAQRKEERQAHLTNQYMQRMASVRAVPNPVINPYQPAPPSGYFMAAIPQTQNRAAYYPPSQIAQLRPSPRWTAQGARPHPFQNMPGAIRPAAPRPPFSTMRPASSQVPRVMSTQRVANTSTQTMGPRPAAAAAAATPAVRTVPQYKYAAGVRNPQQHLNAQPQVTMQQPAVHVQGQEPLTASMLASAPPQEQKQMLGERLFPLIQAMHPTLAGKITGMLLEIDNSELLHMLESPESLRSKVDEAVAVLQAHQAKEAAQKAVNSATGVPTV
MT1-MMP act inh = inhibitors of human MT1-MMP activation; P50281; HT1080 RFP-PRO-GFP cells, GFP/RFP ratio fluorescence, overnight; percent of plate control window, DMSO zero; GFP/RFP ratio change, % at 20 µM; 360,000 tested, 0.061% active;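 active means GFP/RFP ratio change of at least 30% with cell ATP level not reduced by more than half and red fluorescence within 50% of control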; further: strong numbers were not always called active
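Read-out: GFP/RFP fluorescence ratio; Test system: RFP-PRO-GFP reporter HT1080 cells; Compound dosing: single-point 20 µM compound, 1% DMSO; Times: overnight compound exposure at 37 °C.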
CSN inh = CSN deneddylation inhibition; Purified CSN, SCF-Nedd8-OG deneddylation, fluorescence polarization; inhibition, % at 12.5 µM; 360,000 tested, 0.38% active;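 active means pattern-corrected inhibition above about 35%, with an unprinted fluorescence ratio check between 0.5 and 1.5, limit read from the data, passing the limit was not always enough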;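 further: 0% = enzyme with substrate and 100% = substrate without enzyme; some results filed as inactive read as strong as hits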
Target sequence (Q92905 whole entry, looked up, one chain of several): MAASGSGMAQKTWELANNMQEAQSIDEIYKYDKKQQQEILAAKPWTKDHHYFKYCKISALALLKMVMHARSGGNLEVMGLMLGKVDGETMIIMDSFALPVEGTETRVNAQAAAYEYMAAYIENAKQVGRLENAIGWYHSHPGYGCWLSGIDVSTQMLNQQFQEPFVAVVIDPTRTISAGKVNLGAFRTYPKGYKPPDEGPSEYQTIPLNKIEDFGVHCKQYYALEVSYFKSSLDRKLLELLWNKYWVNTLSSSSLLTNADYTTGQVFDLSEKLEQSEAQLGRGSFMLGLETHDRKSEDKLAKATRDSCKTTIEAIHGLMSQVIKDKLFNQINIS
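Test system: purified human Csn5 enzyme expressed in HEK293T cells. Amount: 0.24 nM enzyme. Reagent: SCFSkp2-Nedd8OG substrate at 10 nM final. Schedule: 90 min incubation of compound, enzyme and substrate at room temperature. Detection: fluorescence polarization. Read-out: % inhibition of substrate cleavage by Csn5.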
MsrA act = bovine methionine sulfoxide reductase A activation | activation, % at 10.6 µM | purified bovine MsrA, absorbance read-out | 360,000 tested, 0.3% active; in the data active means activation above about 7.5%;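 further: 0% = vehicle and 100% = reference activator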
MsrA inh = inhibitors of bovine MsrA | purified bovine MsrA, absorbance read-out | inhibition, % at 15.5 µM | 360,000 tested, 0.75% active; in the data active means inhibition above about 4.5%;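 further: 0% = vehicle wells with enzyme and 100% = reference inhibitor wells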
E coli Lon inh = E. coli protease La inhibition; purified E. coli Lon protease, fluorescence polarization; 360,000 tested, 0.42% active; AID 602123; inhibition, % at 7.94 µM; in the data active means inhibition above about 13%, passing the limit was not always enough;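 further: 0% = enzyme with probe and DMSO and 100% = no enzyme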
FAS TE block = FAS thioesterase (human) inhibition; P49327; recombinant FAS-TE, OMFH fluorogenic substrate, fluorescence endpoint; inhibition, % at 15 µM; 360,000 tested, 0.67% active; AID 602261;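 active means compounds whose normalised, plate-corrected inhibition of enzyme fluorescence in the single-dose primary screen is 50% or more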;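 further: 0% = DMSO with enzyme and 100% = substrate without enzyme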
Rpn11 inh = blocks the human proteasome subunit Rpn11; human 26S proteasome, Ub4-pepOG fluorescence polarization; 20S core pre-blocked with epoxomicin; calls only at 20 µM; 360,000 tested, 0.59% active;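 active means inhibition at 20 µM, scaled to each plate's controls, above about 33%, limit read from the data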
Rin1-Abl PPI inh = human Rin1-Abl interaction inhibition. TR-FRET Rin1/Abl binding, biochemical. P00519+Q13671. AID 588664. inhibition, % at 7.35 µM. 360,000 tested, 0.4% active; in the data active means inhibition above about 5%, passing the limit was not always enough
* = called active by the depositor; i = inactive. Hits appear at their usual frequency. Share with any hit: about 3.7%.

SMILES	MLLE-PAM2 inh	MT1-MMP act inh	CSN inh	MsrA act	MsrA inh	E coli Lon inh	FAS TE block	Rpn11 inh	Rin1-Abl PPI inh
Cc1ccc(CNC(=O)C2CCCN2S(=O)(=O)c2ccc(Cl)cc2)cc1 (stereo not given)	-4	4	0	-5	-0.6	-14	3	i	-1
O=S(=O)(c1ccc(NC(=S)N2CCCCC2CO)cc1)N1CCOCC1 (stereo not given)	24	0	1	6	1.5	5	-2	i	0
COc1ccc(/C=N/n2cncn2)cc1COc1ccc(NC(C)=O)cc1	-5	-3	2	-2	0.3	2	-9	i	0
Cc1cc(NC(=O)CSc2nnnn2-c2ccccc2F)no1	4	-1	-4	-3	0.0	-6	-2	i	0
CCCCSc1nc(O)c(C2OC(=O)c3c2ccc(OC)c3OC)c(=O)n1C (stereo not given)	4	0	8	-2	-0.7	-2	-3	i	-2
COc1cccc(/C=C2\SC(=S)N(NS(=O)(=O)c3ccc(C)cc3)C2=O)c1OC	3	0	-2	-5	2.7	1	2	i	-3
O=C(N/N=C/c1ccc2c(c1)OCO2)c1sc2cccc(Cl)c2c1Cl	-14	2	-1	-10	0.1	0	3	i	-2
Cc1ccc2c(c1)c(-c1csc(N)n1)c(C)n2C	6	28	-2	-2	3.8	8	-12	i	-1
O=C(COc1cccc(C(F)(F)F)c1)Nc1ccc2[nH]ncc2c1	2	-3	7	-1	-1.1	5	-5	i	-3
CCCOc1ccc(C2C(C(=O)c3ccco3)=C(O)C(=O)N2CCCn2ccnc2)cc1OC (stereo not given)	5	-2	3	0	0.2	-10	-7	i	0
C=C1[C@@H](O)[C@H](CC(C)C)N(Cc2ccccc2Br)S1(=O)=O	14	-3	-4	0	-0.8	11	2	i	1
CC(C)(Oc1ccc(Cl)cc1)C(=O)NCc1ccco1	-8	2	8	2	-0.4	-7	3	i	-2
CCCCCCCC(=O)O	3	0	-6	-1	0.5	-4	-4	i	-3
CCCCC1=CC2=C(c3ccco3)C(=O)C(C)(OC(=O)c3ccc(OC)cc3)C(=O)C2=CN1CCCCO (stereo not given)	23	-28	6	-3	1.9	37*	1	i	1
COc1ccc(/C=N/NC(=O)c2ccc3c(c2)OCCO3)c(OC)c1	-3	-1	2	-1	3.6	17	1	i	-4
Cc1cc(Cl)ccc1OCCCC(=O)N1CCOCC1	10	1	-1	5	-1.2	-17	-2	i	6
C/C=C(/C)C(=O)Nc1cccc(C2=NOC3(C2)C[C@@H](C(N)=O)N(C(=O)C2(C)CC2)C3)c1 (stereo not given in full)	-7	4	4	-3	0.0	5	-15	i	4
COc1cccc(N(C(=O)Cn2nnc(-c3cccs3)n2)C(C(=O)NC2CCCCC2)c2ccncc2)c1 (stereo not given)	5	-2	5	-2	0.0	-4	-3	i	4
CCOC(=O)c1[nH]c2ccccc2c1NC(=O)c1ccc(S(=O)(=O)N2CCCCC2)cc1	6	1	7	-3	1.1	-8	-3	i	-1
S=C(NN=C1CCCCCC1)Nc1ccc(Cl)cc1	0	2	-8	-1	-1.1	-14	0	i	-1
CN(C)/C=C/C(=O)c1cnc(-c2ccc(Cl)cc2)s1	-6	-1	-3	-4	0.3	-2	-3	i	4
O=C(Nc1nccs1)c1ccc(N2C(=O)[C@@H]3[C@H](C2=O)[C@H]2C=C[C@@H]3C2)cc1	-12	-2	-2	-10	1.2	6	-7	i	2
CC(=O)c1ccc(NC(=O)C2CCC(C)NC2=O)cc1 (stereo not given)	4	-3	3	-2	0.3	-1	-9	i	-3
Cc1cccc(OCCCn2c(=O)sc3ccccc32)c1	-2	-1	0	-4	0.1	3	17	i	0
CCOC(=O)c1cnc(SCC(=O)Nc2cc(C(F)(F)F)ccc2N2CCOCC2)nc1N	22	-1	-1	-4	-0.3	-9	-2	i	2
The list goes on.
SMILES	MLLE-PAM2 inh	MT1-MMP act inh	CSN inh	MsrA act	MsrA inh	E coli Lon inh	FAS TE block	Rpn11 inh	Rin1-Abl PPI inh
CCOC(=O)Cn1cc(C#N)c2ccccc21	-8	-5	-5	0	-0.3	8	-3	i	3
CCOC(=O)c1c(C)n(C)c2ccc(OC(=O)c3ccc([N+](=O)[O-])cc3)cc12	-13	4	1	-5	-0.6	-1	1	i	1
CC(C)OC(=O)C1C(=O)CC(C)(O)C(C(=O)OC(C)C)C1c1cccc(O)c1 (stereo not given)	1	-4	-2	-1	1.0	5	-12	i	-5
O=C(CCl)NCCCN(C(=O)C(Cl)Cl)c1ccc([N+](=O)[O-])cc1	-7	-5	1	-1	-1.4	5	-5	i	3
CC1(C(=O)NC2CCCCC2)CCC(=O)N1Cc1cccs1 (stereo not given)	-14	0	-2	-1	-0.4	-3	-5	i	-1
Cc1ccc(-n2c(SCC(=O)N3CCOCC3)nc(O)cc2=O)cc1	19	-2	1	-3	2.8	3	-3	i	-3
CCCCC(=O)NC(=S)Nc1cccc(Cl)c1N1CCCCC1	32	-3	1	-12	1.9	-1	22	i	0
COCCNc1nc(NCc2ccc(NC(C)=O)cc2)c2sc(-c3ccccc3)cc2n1	-3	-20	-6	-1	1.4	3	-1	i	-11
COc1ccc(-c2nn(C)c(=O)c3ccccc23)cc1NS(C)(=O)=O	-6	3	-2	-3	1.6	-2	-3	i	-2
COc1ccc(N(CC(=O)Nc2ccc(F)c(F)c2)S(=O)(=O)c2c(C)n[nH]c2C)cc1	3	0	-1	-6	0.0	3	11	i	0
CC(C)=CCC/C(C)=C/CN(CC(C)O)CC(C)O (stereo not given)	-4	6	-3	-6	-1.8	-8	-5	i	-1
Cc1ccc(N(CC(=O)Nc2ccc(Br)c(C)c2)S(=O)(=O)c2c(C)[nH]c(=O)[nH]c2=O)cc1	7	-1	1	-7	0.5	-2	14	i	5
Cc1cccc2nc(CNC(=O)C3CCC(=O)N(Cc4ccccc4F)C3)cn12 (stereo not given)	4	5	1	-2	2.0	-6	-1	i	2
CC(=O)Nc1ccc(NC(=O)C2CC(=O)Nc3nc4ccccc4n32)cc1 (stereo not given)	-5	1	1	-3	0.9	2	-5	i	1
Cc1c(CC(=O)NCCC(=O)O)c(=O)oc2cc3oc4c(c3cc12)CCCC4	-8	2	5	-10	0.2	0	-3	i	1
COc1ccccc1CNC(=O)COC(=O)Cc1ccsc1	-1	-3	1	2	0.2	0	-5	i	7
COc1cccc(CN(C)C(=O)Cc2c[nH]c3ccccc23)c1	16	3	-3	-2	-0.1	-5	-1	i	4
COc1cccc(C(=O)Nc2nnc(S(=O)(=O)N(C)Cc3ccc(F)cc3)s2)c1	-42	2	6	-1	1.1	-3	7	i	1
COCCNC(=O)C(c1ccc(Cl)cc1)N(CCOC)C(=O)CCC(=O)Nc1ccccn1 (stereo not given)	13	-4	4	-2	1.0	5	-3	i	-1
COc1ccc(OCCOC(=O)c2cc(S(=O)(=O)N3CCOCC3)c(Cl)cc2Cl)cc1	-5	3	1	-6	0.5	9	31	i	-1
S=c1[nH]nc(C23CC4CC(CC(C4)C2)C3)n1Cc1ccco1	-53	-4	0	4	0.2	-8	-4	i	0
O=C(CN1CCN(Cc2ccccc2)CC1)Nc1cccc(Cl)c1Cl	-8	0	-1	-4	-0.2	-7	25	i	-3
COc1cnc(-c2ccccn2)nc1Sc1c(Cl)cccc1Cl	6	1	6	-9	0.4	-5	-4	i	-2
Cc1ccn2cc(CCNC(=O)COc3ccccc3)nc2c1	-7	2	2	-3	-2.0	-12	-3	i	-3
CC(SCc1ccccc1)C(=O)NC1CCCC1 (stereo not given)	22	-4	-3	-3	-0.5	5	-9	i	-1
The listing continues:
SMILES	MLLE-PAM2 inh	MT1-MMP act inh	CSN inh	MsrA act	MsrA inh	E coli Lon inh	FAS TE block	Rpn11 inh	Rin1-Abl PPI inh
COc1ccccc1NC(=O)c1[nH]c(C)c(C(C)=O)c1C	-16	6	0	2	-0.4	-2	-5	i	-2
COc1ccc(NC(=O)N2CCCC(CCC(=O)N(C)CCc3ccccn3)C2)cc1 (stereo not given)	2	10	1	-3	-0.6	-2	-4	i	7
CC1=CC(=NOC(=O)c2cccc([N+](=O)[O-])c2)C=C(C)C1=O	24	-54	2	-4	0.7	9	4	i	-2
COc1ccccc1C(=O)NCC(=O)N/N=C/c1cc(Br)ccc1OC(=O)/C=C\c1ccco1	-10	0	0	-9	-0.4	7	13	i	-7
CCOc1cc(Br)cc(C(c2c(C(=O)O)[nH]c3ccccc23)c2c(C(=O)O)[nH]c3ccccc23)c1O	6	-1	10	-1	-1.2	4	2	i	1
Cc1cc(NC(=O)c2ccco2)ccc1-n1cnnn1	-2	3	9	-2	0.0	-1	-7	i	-1
CC(=O)NS(=O)(=O)c1ccc2c(c1)Cc1cc(S(=O)(=O)NC(C)=O)ccc1-2	7	-1	-2	-5	0.7	6	-6	i	1
CCOc1ccc(NC(=O)C(=O)N/N=C/c2ccccc2F)cc1	5	-4	-15	-4	0.7	-1	-3	i	6

Molecules above that contain a Cl atom:
SMILES	MLLE-PAM2 inh	MT1-MMP act inh	CSN inh	MsrA act	MsrA inh	E coli Lon inh	FAS TE block	Rpn11 inh	Rin1-Abl PPI inh
Cc1ccc(CNC(=O)C2CCCN2S(=O)(=O)c2ccc(Cl)cc2)cc1 (stereo not given)	-4	4	0	-5	-0.6	-14	3	i	-1
O=C(N/N=C/c1ccc2c(c1)OCO2)c1sc2cccc(Cl)c2c1Cl	-14	2	-1	-10	0.1	0	3	i	-2
CC(C)(Oc1ccc(Cl)cc1)C(=O)NCc1ccco1	-8	2	8	2	-0.4	-7	3	i	-2
Cc1cc(Cl)ccc1OCCCC(=O)N1CCOCC1	10	1	-1	5	-1.2	-17	-2	i	6
S=C(NN=C1CCCCCC1)Nc1ccc(Cl)cc1	0	2	-8	-1	-1.1	-14	0	i	-1
CN(C)/C=C/C(=O)c1cnc(-c2ccc(Cl)cc2)s1	-6	-1	-3	-4	0.3	-2	-3	i	4
O=C(CCl)NCCCN(C(=O)C(Cl)Cl)c1ccc([N+](=O)[O-])cc1	-7	-5	1	-1	-1.4	5	-5	i	3
CCCCC(=O)NC(=S)Nc1cccc(Cl)c1N1CCCCC1	32	-3	1	-12	1.9	-1	22	i	0
COCCNC(=O)C(c1ccc(Cl)cc1)N(CCOC)C(=O)CCC(=O)Nc1ccccn1 (stereo not given)	13	-4	4	-2	1.0	5	-3	i	-1
COc1ccc(OCCOC(=O)c2cc(S(=O)(=O)N3CCOCC3)c(Cl)cc2Cl)cc1	-5	3	1	-6	0.5	9	31	i	-1
O=C(CN1CCN(Cc2ccccc2)CC1)Nc1cccc(Cl)c1Cl	-8	0	-1	-4	-0.2	-7	25	i	-3
COc1cnc(-c2ccccn2)nc1Sc1c(Cl)cccc1Cl	6	1	6	-9	0.4	-5	-4	i	-2
